# Source: PubChem (National Center for Advancing Translational Sciences (NCATS))
# HT1080-NT tox = kills 2HG-producing HT-1080-NT fibrosarcoma cells | HT-1080-NT fibrosarcoma viability, CellTiter-Glo ATP luminescence, 48 h | Potency, µM (doses to about 46.1 µM), inactives show top-dose activity, negative = less viability, actives largely listed as cytotoxic | 360,000 compounds, 1.6% hits | AID 686970;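 also: NT is the 2HG producing partner of a matched IDH1 knockdown line; 0% = DMSO-treated cells and -100% = media-only wells without cells; nearly all actives have a fitted effect of over 55% in size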
#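 750 cells/well, RPMI + 5% FBS; 2 h settle, compound pin-transfer, 48 h at 37 degrees C. CellTiter-Glo 10 min RT, luminescence. Normalized to DMSO and media-only wells.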
# SW480 rerep = induces DNA re-replication in SW480 colon adenocarcinoma cells; SW480 DNA re-replication, Hoechst DNA content imaging, 48 h; Potency, µM (doses to about 46.1 µM), without a hit: at the highest dose re-replication activation, actives largely listed as activators; 340,000 compounds, 1.8% hits; also: % of control where 0% means no effect; nearly all actives have a fitted effect of over 55% in size
#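 Treated cells incubate 48 hr (37 C, 5% CO2), are stained 40 min with Hoechst, and nuclear fluorescence is enumerated; a rise in nuclei with high DNA signal marks re-replication.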
# GLP1R ag = agonists of human GLP-1 receptor; P43220; 380,000 compounds, 0.007% hits; Potency, µM (top dose mostly 45.6 µM), without a hit: at the top dose activation, hits mostly activators; HEK293 GLP-1R CRE-luciferase, luminescence, 4-6 h; cells express a hypersensitive GLP-1R form; also: % of control where 0% means no effect
# Target sequence (P43220 whole entry, looked up): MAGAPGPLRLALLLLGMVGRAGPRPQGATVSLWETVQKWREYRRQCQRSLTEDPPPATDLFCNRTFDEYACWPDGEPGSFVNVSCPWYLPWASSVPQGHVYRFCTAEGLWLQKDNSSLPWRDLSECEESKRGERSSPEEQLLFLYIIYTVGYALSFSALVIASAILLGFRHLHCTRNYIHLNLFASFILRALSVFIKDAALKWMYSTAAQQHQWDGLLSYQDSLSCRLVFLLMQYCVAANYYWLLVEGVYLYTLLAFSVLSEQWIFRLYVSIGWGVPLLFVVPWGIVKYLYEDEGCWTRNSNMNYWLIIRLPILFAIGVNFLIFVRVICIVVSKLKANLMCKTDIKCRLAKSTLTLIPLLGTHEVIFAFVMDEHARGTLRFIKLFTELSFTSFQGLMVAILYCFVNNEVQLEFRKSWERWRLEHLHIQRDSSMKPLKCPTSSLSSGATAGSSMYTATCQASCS
# KB-3-1 tox = KB-3-1 parental cell cytotoxicity; KB-3-1 viability, CellTiter-Glo ATP luminescence, 72 h; Potency, µM (highest dose often 46.1 µM), for inactives: at the top dose activity change, negative = cytotoxic, most hits filed as cytotoxic; 400,000 compounds, 1.4% hits; AID 1347075; also: % is scaled to controls: 0 for no effect and ±100 for the full control effect; nearly all actives have a fitted effect of over 60% in size
#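 Parental KB-3-1 viability, qHTS format: 72 h compound exposure, 37 °C; CellTiter-Glo; media-only wells and DMSO plates as controls; concentration-effect fits on corrected data.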
# HT1080 IDH1KD tx = toxicity to HT-1080 IDH1 knockdown cells (counter line). HT-1080 IDH1 knockdown viability, ATP luminescence, 48 h. Potency, µM (highest dose often 46.1 µM), without a hit: at the top dose activity, negative = toxicity, actives largely listed as cytotoxic. 360,000 compounds, 2% hits;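 also: 0% = DMSO wells and -100% = cell-free medium wells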
#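 Luminescent ATP read-out (CellTiter-Glo, 10 min at room temperature) after 48 h compound exposure at 37 °C gave viability of IDH1-knockdown HT-1080 cells. Activity was normalised to DMSO and cell-free wells, then fitted as concentration-response curves.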
# TDP43 rescue = rescues yeast growth from TDP-43 toxicity | Potency, µM (titrated, usually from 46.1 µM), without a hit: top-dose growth rescue (activation), hits mostly activators | 410,000 compounds, 1.8% hits | AID 652104 | TDP-43 expressing yeast growth rescue, BacTiter-Glo, 24 h; also: % of control where 0% means no effect; nearly all actives have a fitted effect of over 50% in size
#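 Galactose-induced TDP-43 yeast, OD600=0.02, compound pinned; 24 hr, 30 deg C; BacTiter-Glo luminescence for growth. Inhibitors of TDP-43 toxicity read as activators.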
# KB-V1 MDR tox = kills drug-selected multidrug resistant KB-V1 cells; 400,000 compounds, 3.4% hits; AID 1347076; KB-V1 MDR cells viability, CellTiter-Glo, 72 h; Potency, µM (doses to about 46.1 µM), for inactives: at the highest dose activity change, negative = cytotoxicity, hits mostly cytotoxic; also: % is scaled to controls: 0 for no effect and ±100 for the full control effect; nearly all actives have a fitted effect of over 60% in size
#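 Cytotoxicity toward P-gp-expressing KB-V1 cells was determined as loss of CellTiter-Glo luminescence after 72 h at 37 degrees C. Compounds were tested in quantitative HTS format across a concentration range, with curves fitted to normalized data.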
# GLP-1R inv ag = acts as inverse agonist at human GLP-1 receptor; P43220; HEK293 GLP-1R CRE-luciferase, luminescence, 24 h; GLP-1R form is constitutively active; Potency, µM (top dose mostly 38.3 µM), for the others: at the highest dose activity change, negative = inhibition, actives largely listed as inhibitors; 410,000 compounds, 1.6% hits; also: % is scaled to controls: 0 for no effect and ±100 for the full control effect; nearly all actives have a fitted effect of over 55% in size
#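 Seeding at 200 cells/uL, 12 h culture, 24 hr compound treatment, then luciferase reagent and a luminescence read; cells are HEK293 stably expressing a constitutively active GLP-1R plus cAMP-responsive luciferase.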
# GLP1R cytotox = cytotoxicity counter-screen for GLP-1 receptor inverse agonists | HEK293 cAMP-luciferase reporter cells, luminescence, 24 h | Potency, µM (highest dose often 38.3 µM), for inactives: top-dose activity change, negative = inhibition, hits mostly inhibitors | 410,000 compounds, 0.13% hits | AID 624418;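 also: loss of luciferase light is scored as toxicity; % is scaled to controls: 0 for no effect and ±100 for the full control effect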
#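 Step one: seed cells (200 cells/uL, DMEM with 10% Nu serum, 1% pen-strep). Step two: 12-hour incubation at 37 deg C. Step three: pin 23 nL compound, incubate 24 hr. Step four: add luciferase reagent, read luminescence 12 min later.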
# The depositor's hits bear a star; u = inconclusive; x = no result given; [ ] = another dose, or the depositor's remark. Calls follow the shape of the dose curve; as a rule, active = well fitted curve in the direction sought with a large enough effect; inconclusive = small, poorly fitted or top-dose-only effect, or another doubt; inactive = no such curve, though single readings can be large; an effect the other way counts as inactive or inconclusive. Potency is read from the fitted curve at half-maximal effect. Compounds were not picked by outcome; overall some 9.4% were active at least once.
SMILES,HT1080-NT tox,SW480 rerep,GLP1R ag,KB-3-1 tox,HT1080 IDH1KD tx,TDP43 rescue,KB-V1 MDR tox,GLP-1R inv ag,GLP1R cytotox
O=C(CN1CCN(C(=O)c2ccco2)CC1)Nc1ccccc1,9%,-2%,2%,-9%,1%,-1%,19%,8%,0%
COc1cccc(NC(=S)N(CCCN2CCC(C)CC2)Cc2cccs2)c1,-27%,0%,0%,-25%,-21%,13%[9.22 µM],u,u,-8%
CCOc1ccc2ccccc2c1CNc1nnnn1C,5%,-14%,10%,-1%,1%,-2%[0.397 µM],u,16%,4%
C[C@H]1CN([C@@H](C)CO)C(=O)CCCn2nncc2CO[C@H]1CN(C)S(=O)(=O)c1ccc(F)cc1,3%,x,4%,14%,2%,23%,5%,13%,-7%
CCCn1cc(S(=O)(=O)CC(=O)Nc2ccc(OC)cc2OC)c2ccccc21,-15%,3%,3%,17%,-21%,-2%,u,-6%,-32%
NS(=O)(=O)c1ccc(NC(=S)NCc2ccco2)cc1,9%,2%,0%,-2%,8%,15%,-4%,-7%,2%
Nn1c(SCc2ccccc2)nnc1-c1ccco1,3%,-14%,5%,28%,14%,30%,7%,6%,3%
COc1ccc(C2C(C#N)=C(N)Oc3n[nH]c(-c4ccccn4)c32)c(OC)c1OC (stereo not drawn),10%,0%,14%,13%,13%,6%,1%,26%,-3%
Cc1c(Cl)c([N+](=O)[O-])nn1CC(=O)N1CCc2ccccc2C1,0%,1%,-24%,-15%,0%,21%,u,u,-13%
CC1=C(C(=O)OCc2ccccc2)C(c2cccc([N+](=O)[O-])c2)NC(=O)N1 (stereo not drawn),7%,-10%,11%,-6%,-1%,10%,-4%,10%,-5%
COc1ccc(NC(=O)N2CCCc3ccccc32)cc1OC,17%,-11%,4%,28%,14%,u,-4%,4%,-5%
CCN(CC(=O)Nc1cccc(F)c1)CC(=O)Nc1ccc2c(c1)OCCO2,-3%,x,2%,-2%,-1%,-2%,0%,7%,0%
O=C(Nc1ccccc1)Nc1ccc(-n2ccc(C(F)(F)F)n2)cc1,1%,-2%,10%,2%,-22%,15%,-10%,7.1µM*,-22%
Cc1sc(NC(=O)CN2CCCC2)nc1-c1ccc2c(c1)CCN2C(=O)c1cccc(F)c1,-29%,u,17%,-13%,u,-3%,23%,u,-22%
CCOC(=O)N1CCC(=NNc2nc3ccccc3s2)CC1,-9%,u,3%,0%,-2%,1%,-23%,u,0%
Oc1c(N=Nc2ccc(F)cc2)ccc2ccccc12,-27%,21%,4%,-16%,-15%,-20%,-16%,3%,-20%
CCO[C@@H]1OC(C(=O)NC2CC2)=C[C@H](C2CCCCC2)[C@H]1CCCO,7%,-26%,3%,0%,-3%,27%,0%,-5%,3%
COc1ccccc1C(=O)NCC(=O)N(C)Cc1nc2ccccc2c(=O)[nH]1,5%,x,-2%,2%,3%,11%,7%,-7%,4%
CN(C)S(=O)(=O)c1ccc(NC(=O)c2cc(F)c(F)cc2Cl)cc1,2%,-6%,2%,-6%,-5%,19%,23µM*,0%,18%
O=C(NC1CCCCC1)C(c1ccc(F)cc1)N(C(=O)c1csnn1)C1CC1 (stereo not drawn),-11%,-18%,2%,-10%,-1%,-17%,-13%,-7%,-2%
Cc1ccc(C)c(-c2nnc(OCC(=O)Nc3cc(C)on3)c3ccccc23)c1,-29%,-2%[9.22 µM],15%,u,u,3%,-11%,-19%,7%
COC(=O)C(C)Oc1ccc(Cc2ncc(C(F)(F)F)cc2Cl)cc1 (stereo not drawn),-1%,-7%,23%,4%,8%,19%,u,-27%,-8%
COc1cc(/C=N/NC(=O)CCc2n[nH]c(=O)[nH]c2=O)cc(OC)c1OC,8%,x,12%,28%,14%,7%,7%,12%,13%
Cc1ccc(-c2nnn(CC(=O)N(CC(=O)NC3CCCC3)c3ccc(F)cc3)n2)o1,7%,1%,6%,2%,6%,-3%,-7%,-18%,-9%
CCCc1nnc(NC(=O)C23CC4CC(CC(C4)C2)C3)s1,0%,-7%,-5%,-11%,8%,-11%,-1%,6%,14%
Cn1c2ccccc2c2cc(C(=O)N3CCOCC3)sc21,8%,8%,1%,u,5%,14µM*,3%,-3%,-22%
c1ccc(-n2c(-c3ccncc3)nnc2-c2ccco2)cc1,4%,-5%,9%,-4%,-4%,3%,-23%,-1%,-3%
CC(CN1CCCCC1)c1ccccc1 (stereo not drawn),13%,5.8µM*,4%,8%,2%,-1%,8%,11%,-1%
CC(c1nccs1)N(C)c1nc2nonc2nc1NC1CC1 (stereo not drawn),8%,-2%,-1%,-1%,9%,11%,-5%,4%,-9%
CCCS(=O)(=O)NC(=O)C1(C)CCN(C(=O)/C=C/c2ccccc2)C1 (stereo not drawn),u,x,-3%,0%,21%,0%,5%,12%,5%
Cc1ccccc1NC(=O)c1sc2nc3c(c(-c4ccco4)c2c1N)CCCC3,-14%,16µM*,21%,-11%,-3%,18%,-12%,u,163%[activator]
COc1ccc(-n2c(=O)c3ccccc3n(CC(=O)NCCc3ccccc3)c2=O)c(OC)c1,x,x,x,-1%,x,8%,u,-11%,-1%
O=C(CN1CCN(S(=O)(=O)c2ccccc2Cl)CC1)NCC1(N2CCOCC2)CCCCC1,-7%,-100%[inhibitor],19%,-3%,3%,-7%,-10%,u,-7%
Cc1cc(-n2cccn2)ccc1CN1CCN(C2CCCC2)C(CCO)C1 (stereo not drawn),0%,-9%[1.84 µM],9%,-17%,2%,x,11%,-30%,-7%
Cc1ccc(Cl)cc1NC(=O)C1C2CCC(O2)C1C(=O)O (stereo not drawn),2%,-5%,-7%,0%,-4%,3%,u,3%,1%
Cc1noc(C)c1NC(=O)Nc1cccc2c1O[C@H](CN(C)C(=O)NC1CCCCC1)[C@@H](C)CN([C@H](C)CO)C2=O,6%,-5%,-4%,0%,6%,19%,30%,21%,-3%
NCC(=O)NCC(=O)NC1(C(=O)O)CCCC1,6%,-10%,-2%,4%,11%,-23%,25%,2%,-4%
Cc1noc2ncnc(Oc3ccc(F)cc3)c12,13%,-3%,4%,-1%,17%,-4%,7%,18%,27%
Cc1ccc(N=Nc2c(O)n(CN3CCOCC3)c3ccccc23)cc1,-27%,7%,-5%,-5%,-26%,5%,-20%,5%,93%[activator]
CCOC(=O)NC(=O)COC(=O)c1ccc(Sc2ncn[nH]2)c([N+](=O)[O-])c1,8%,-1%,0%,-8%,22%,-6%,-7%,4%,2%
O=C(COc1ccc(C(=O)NCc2cccnc2)cc1)Nc1cccc(C(F)(F)F)c1,u,-2%,-4%,u,u,24%,-6%,-2%,12%

# Entries of single compounds, looked up by structure:
# Listed for `O=C(CN1CCN(S(=O)(=O)c2ccccc2Cl)CC1)NCC1(N2CCOCC2)CCCCC1` : HT1080-NT tox: -7%; SW480 rerep: -100%[inhibitor]; GLP1R ag: 19%; KB-3-1 tox: -3%; HT1080 IDH1KD tx: 3%; TDP43 rescue: -7%; KB-V1 MDR tox: -10%; GLP-1R inv ag: u; GLP1R cytotox: -7%
# Listed for `Cc1ccccc1NC(=O)c1sc2nc3c(c(-c4ccco4)c2c1N)CCCC3` : HT1080-NT tox: -14%; SW480 rerep: 16µM*; GLP1R ag: 21%; KB-3-1 tox: -11%; HT1080 IDH1KD tx: -3%; TDP43 rescue: 18%; KB-V1 MDR tox: -12%; GLP-1R inv ag: u; GLP1R cytotox: 163%[activator]

# Given with each value named: entries from further up
Cc1c(Cl)c([N+](=O)[O-])nn1CC(=O)N1CCc2ccccc2C1
  HT1080-NT tox = 0%; SW480 rerep = 1%; GLP1R ag = -24%; KB-3-1 tox = -15%; HT1080 IDH1KD tx = 0%; TDP43 rescue = 21%; KB-V1 MDR tox = u; GLP-1R inv ag = u; GLP1R cytotox = -13%

CC1=C(C(=O)OCc2ccccc2)C(c2cccc([N+](=O)[O-])c2)NC(=O)N1 (stereo not drawn)
  HT1080-NT tox = 7%; SW480 rerep = -10%; GLP1R ag = 11%; KB-3-1 tox = -6%; HT1080 IDH1KD tx = -1%; TDP43 rescue = 10%; KB-V1 MDR tox = -4%; GLP-1R inv ag = 10%; GLP1R cytotox = -5%

# 3 compounds drawn at random from the list so far, as already listed:
SMILES,HT1080-NT tox,SW480 rerep,GLP1R ag,KB-3-1 tox,HT1080 IDH1KD tx,TDP43 rescue,KB-V1 MDR tox,GLP-1R inv ag,GLP1R cytotox
Cc1ccc(N=Nc2c(O)n(CN3CCOCC3)c3ccccc23)cc1,-27%,7%,-5%,-5%,-26%,5%,-20%,5%,93%[activator]
CCCc1nnc(NC(=O)C23CC4CC(CC(C4)C2)C3)s1,0%,-7%,-5%,-11%,8%,-11%,-1%,6%,14%
Cn1c2ccccc2c2cc(C(=O)N3CCOCC3)sc21,8%,8%,1%,u,5%,14µM*,3%,-3%,-22%
